Bioassay records: PubChem, Johns Hopkins Ion Channel Center
Kir21 block: Kir2.1 (mouse) channel inhibition; P35561; actives 0.85% (n = 310,000); HEK293-Kir2.1, FluxOR thallium flux fluorescence; stronger effect = lower value; B-score at 10 µM;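 active means fluorescence ratio B-score at or below minus 3 SD of library scores, with starting-brightness B-score within 2 SD, cut at about -4.2 in these data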;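 further: channel flux triggered by added potassium and thallium sulfate stimulus; B-score of peak minus minimum fluorescence over baseline after thallium stimulus; more negative B-score means stronger Kir2.1 block with less thallium influx; some compounds called inactive have numbers as strong as hits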
Target sequence (P35561 whole entry, looked up): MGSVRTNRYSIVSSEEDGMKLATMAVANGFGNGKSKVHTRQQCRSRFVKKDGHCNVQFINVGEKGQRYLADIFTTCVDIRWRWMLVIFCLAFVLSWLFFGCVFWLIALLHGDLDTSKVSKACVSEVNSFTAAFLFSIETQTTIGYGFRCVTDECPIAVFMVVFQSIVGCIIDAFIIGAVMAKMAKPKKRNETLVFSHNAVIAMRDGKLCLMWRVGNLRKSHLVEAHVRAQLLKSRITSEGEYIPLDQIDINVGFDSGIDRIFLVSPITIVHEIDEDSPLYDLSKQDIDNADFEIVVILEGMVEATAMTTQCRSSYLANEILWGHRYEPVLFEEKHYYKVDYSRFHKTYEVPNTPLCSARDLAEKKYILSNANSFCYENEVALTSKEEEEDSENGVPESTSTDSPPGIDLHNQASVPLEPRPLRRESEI
KCNQ2 block: KCNQ2 channel blockers in CHO-K1 cells – cell-based, FluxOR thallium flux, B-score, primary screen (AID 2156) | 20 min; stronger effect = lower value | B-score at 10 µM | actives 1.1% (n = 310,000);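 active means fluorescence ratio B-score at most minus 3 library SDs, with starting brightness B-score within 2 library SDs, cut at about -5.5 in these data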
CHT inh: inhibits the human high affinity choline transporter; CHT-expressing cells, membrane potential dye, choline response; stronger effect = lower value; B-score at 10 µM; actives 0.86% (n = 310,000); Q9GZV3;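 active means B-score over 3 SD under the library average, and starting fluorescence ratio not unusually high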;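 further: choline stimulus applied at its EC90 after an EC20 pre-addition; B-score computed on integrated fluorescence ratio after choline addition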
Target sequence (Q9GZV3 whole entry, looked up): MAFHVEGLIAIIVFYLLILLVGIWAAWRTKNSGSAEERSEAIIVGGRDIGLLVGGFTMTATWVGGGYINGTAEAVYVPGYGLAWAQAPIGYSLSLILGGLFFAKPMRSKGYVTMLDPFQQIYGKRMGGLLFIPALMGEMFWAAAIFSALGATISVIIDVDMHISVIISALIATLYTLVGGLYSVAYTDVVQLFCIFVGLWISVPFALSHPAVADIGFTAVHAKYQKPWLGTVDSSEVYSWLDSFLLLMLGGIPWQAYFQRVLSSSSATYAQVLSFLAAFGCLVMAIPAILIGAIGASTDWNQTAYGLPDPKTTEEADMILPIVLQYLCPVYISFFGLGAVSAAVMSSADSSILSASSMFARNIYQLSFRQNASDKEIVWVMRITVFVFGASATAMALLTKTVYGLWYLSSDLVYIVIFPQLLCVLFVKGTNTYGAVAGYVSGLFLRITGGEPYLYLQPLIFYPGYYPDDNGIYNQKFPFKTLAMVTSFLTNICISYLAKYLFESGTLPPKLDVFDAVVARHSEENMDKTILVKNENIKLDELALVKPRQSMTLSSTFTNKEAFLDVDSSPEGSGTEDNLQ
* hit, by the source's call; i = inactive.

Value order: Kir21 block, KCNQ2 block, CHT inh
Cc1c(C(=O)N2CCCCC2CCN2CCCC2=O)oc2c(F)cccc12 (configuration not stated)
→ 1.93, i, i
CCn1c2ccc(CC(=O)O)cc2c2cc(CC(=O)O)ccc21
→ 0.45, i, i
CNC(=O)COC(=O)c1cccnc1SC
→ 1, i, i
Cc1ccc(S(=O)(=O)n2nc(-c3ccco3)nc2SCc2ccccc2)cc1
→ -0.54, i, i
O=C(CN1CCCCC1)Nc1ccc(S(=O)(=O)NC2CCCCC2)cc1
→ -0.45, i, i
O=C(c1ccccc1)n1nc(-c2ccccc2)nc1NCc1ccco1
→ 0.14, i, i
CCCCc1cc(=O)oc2c(C)c(OCC(=O)N3C[C@H]4C[C@@H](C3)c3cccc(=O)n3C4)ccc12
→ -0.76, i, i
Cc1cc(/C(N)=N/OC(=O)c2ccc(Cl)cc2)no1
→ 0.65, i, i
COc1cc(C(=O)N(C)CC(=O)Nc2cccc(F)c2)ccc1OCc1ccccc1
→ -1.25, i, i
COc1ccccc1OCC(=O)NCC1CCCN(C(=O)c2ccccc2C(C)=O)C1 (configuration not stated)
→ 0, i, i
COc1ccc(/C=C/CN2CCN(CCc3ccccc3)C(CCO)C2)cc1 (configuration not stated)
→ 0.01, i, i
O=C(CC1CCC1)Nc1cccc2c([N+](=O)[O-])cccc12
→ 1.06, i, i
C=CCOc1ccc(/C=C2/C(=O)ON=C2C)cc1OCC
→ -0.1, i, i
CCOC(=O)C(=O)Nc1nnc(Cc2ccc(OC)c(OC)c2)s1
→ -1.09, i, i
Cc1cccc(CSc2nnc(Cn3c(=O)sc4ccccc43)n2C)c1
→ -3.87, i, i
N#Cc1cc(-c2ccccc2)nnc1Sc1ccc(F)cc1
→ -0.56, i, i
CC(C)c1ccc(NC(=O)Nc2cnccn2)cc1
→ 1.14, i, i
O=C(CSc1nnc(-c2cccnc2)n1C1CCCCC1)NC1CCCC1
→ 0, i, i
COCCn1nnnc1C(c1cc2cc(C)ccc2[nH]c1=O)N1CCN(C2CCCCC2)CC1 (configuration not stated)
→ 0.73, i, i
O=C(O)CCCC(=O)N1CCc2cc(S(=O)(=O)N3CCc4ccccc43)ccc21
→ -0.56, i, i
O=C(CSC(=S)N1CCCCC1)Nc1nc(-c2ccccc2)c(-c2ccccc2)o1
→ 0.81, i, i
Cc1cccc(NS(=O)(=O)c2ccc3[nH]c(=O)[nH]c3c2)c1C
→ 0.03, i, i
C=C(C)c1cccc(C(C)(C)NC(=O)Nc2cc(C)ccn2)c1
→ 0.04, i, i
Cc1ccc(C(=O)NC(=S)N2CCCC2)cc1
→ 1.28, i, i
COc1cc(CCC(=O)N2CCN(c3cccc(C)c3C)CC2)cc(OC)c1OC
→ -0.34, i, i
O=C1CCc2ccccc2N1Cc1ccccc1
→ 1.39, i, i
COC(=O)c1ccc(C2C(C(=O)Nc3ccccc3C)=C(C)Nc3ncnn32)cc1 (configuration not stated)
→ -0.57, i, i
Cc1ccc(C)c(S(=O)(=O)c2c(C)cc(C)[nH]c2=O)c1
→ -0.47, i, i
O=C(CC(=O)c1ccccc1O)c1cccc(F)c1
→ 0.27, i, i
CC1(C)CC(=O)C=C(Nc2ccc(Cl)c(Br)c2)C1
→ -0.18, i, i

One compound at a time, from the list above. Order of values: Kir21 block | KCNQ2 block | CHT inh
COC(=O)c1ccc(C2C(C(=O)Nc3ccccc3C)=C(C)Nc3ncnn32)cc1 (configuration not stated) as listed: -0.57 | i | i
Cc1ccc(C(=O)NC(=S)N2CCCC2)cc1 as listed: 1.28 | i | i
O=C(CSC(=S)N1CCCCC1)Nc1nc(-c2ccccc2)c(-c2ccccc2)o1 as listed: 0.81 | i | i

The main list resumes, starting 3 compounds before the break.
Value order: Kir21 block, KCNQ2 block, CHT inh
Cc1ccc(C)c(S(=O)(=O)c2c(C)cc(C)[nH]c2=O)c1
→ -0.47, i, i
O=C(CC(=O)c1ccccc1O)c1cccc(F)c1
→ 0.27, i, i
CC1(C)CC(=O)C=C(Nc2ccc(Cl)c(Br)c2)C1
→ -0.18, i, i
CC(CC(=O)NC1CCCCC1)S(=O)(=O)c1ccc2c(c1)NC(=O)CO2 (configuration not stated)
→ -0.76, i, i
Cc1cc(N2CCCc3ccccc32)n2ncnc2n1
→ 0.03, i, i
CN(Cc1ccccc1)C(=O)CCC1CCN(S(C)(=O)=O)CC1
→ 3.13, i, i
Cc1sc2nc(CN3CCCCC3)nc(Cl)c2c1C
→ 2.61, i, i
COc1cc(C(=O)NNC(=O)NC2CCCCC2)cc(OC)c1OC
→ -0.48, i, i
Cn1cnnc1Sc1ccc(S(C)(=O)=O)cc1[N+](=O)[O-]
→ -0.02, i, i
Cc1cccc(C(=O)OCC(=O)N2CC(C)OC(C)C2)c1C (configuration not stated)
→ 0.14, i, i
Cc1cc(C(=O)Nc2ccc3ccccc3c2)oc1C
→ -0.01, i, i
Cn1c(/C(C#N)=C/C2CC=CCC2)nc2ccccc21 (configuration not stated)
→ -1.55, i, i
COc1ccccc1C(=O)NC(CCSC)C(=O)N1CCN(C/C=C/c2ccccc2)CC1 (configuration not stated)
→ -1.22, i, i
COc1ccc(N2CCN(C(=O)c3sc4nc(-c5ccc(F)cc5)cn4c3C)CC2)cc1
→ 0.78, i, i
Cc1cc(C(=O)NC(=S)Nc2cccc(C(=O)O)c2C)ccc1[N+](=O)[O-]
→ 1.23, i, i
CCOC(=O)C(O)(CC(=O)c1ccc(Cl)cc1)C(=O)OCC
→ 1.14, i, i
CC1CCN(c2nc3c(c(=O)n(C)c(=O)n3C)n2CCSc2nc3ccccc3s2)CC1
→ -1.69, i, i
Cc1cc(C)c(NC(=O)CO/N=C2\CCCc3nonc32)c(C)c1
→ -0.04, i, i
Cc1ccc(NC(=O)CN2C(=O)N/C(=C/c3ccco3)C2=O)cc1
→ -0.45, i, i
COc1ccccc1OCC(=O)NCCS(=O)(=O)N1CCN(c2ccc(F)cc2)CC1
→ -1.76, i, i
CCC(=O)Nc1cccc(-c2ccc(N3CCN(C)CC3)nn2)c1
→ 0.6, i, i
Cc1ccc(-c2cc(C(=O)N3CCc4ccccc4C3)[nH]n2)cc1C
→ 0.95, i, i
CC1CCc2c(sc(N)c2C(=O)OC(C)C)C1 (configuration not stated)
→ 0.94, i, i
CCc1ccc(Nc2ncc3c(n2)CC(c2ccco2)CC3=O)cc1 (configuration not stated)
→ 0.09, i, i
COc1ccccc1C(=O)Nc1ccc(C(=O)Nc2ccccc2C(=O)O)cc1
→ -1.33, i, i
CCOC(=O)N1CCN(C(=O)C2CC(=O)N(Cc3ccc(OC)cc3)C2)CC1 (configuration not stated)
→ 0.29, i, i
Cc1cc(-c2ccccc2)c(C#N)c(SCC(N)=O)n1
→ -1.18, i, i
Brc1ccc(/C=N/Nc2ccccc2)cc1
→ -0.45, i, i
Cc1nnc(SCC(=O)N2c3ccccc3C(C)(c3ccc(Cl)cc3)CC2(C)C)s1 (configuration not stated)
→ -1.55, i, i
COc1ccc(NC(=O)CSCc2cc(=O)n3cc(C)sc3n2)cc1
→ 0.14, i, i
O=C(c1cc(S(=O)(=O)N2CCCCC2)ccc1Cl)N1CCOCC1
→ 0.67, i, i
Cc1nc2ccccc2c2oc(C(=O)N3CCCC(C)C3)cc12 (configuration not stated)
→ -1.06, i, i
O=C(Cc1ccccc1)Nc1ccc(NC(=O)c2cccs2)c(Cl)c1
→ 1.46, i, i
CCOC(=O)c1sc2cccc(Cl)c2c1N
→ -0.68, i, i
Cc1nnc(NC(=O)CSc2nccn2-c2ccc(F)cc2)s1
→ -1.32, i, i
O=C(CCCOc1ccc(Cl)cc1)NCCc1ccccc1
→ 1.14, i, i
COc1cc(Cl)c(S(=O)(=O)NCCCn2ccnc2)cc1Cl
→ 0.07, i, i
Cc1cc(-c2nnc(-c3cccc(C(F)(F)F)c3)o2)no1
→ 1.59, i, i
CCc1ccc(C(=O)Nc2cc(C)on2)o1
→ -0.24, i, i
C/C(=N\NC(=O)c1cccnc1)c1cccc([N+](=O)[O-])c1
→ -0.04, i, i
COCC(=O)Nc1sc2c(c1C(=O)OC)CCCC2
→ 0.45, i, i
C/C(CC(O)c1ccc2ccccc2n1)=N/O (configuration not stated)
→ 0.68, i, i
CCN1CCN(c2nc(N)c([N+](=O)[O-])c(Nc3ccc(C)cc3)n2)CC1
→ 0.04, i, i
CCCCn1c(CNC(=O)CC)nc2ccccc21
→ 1.7, i, i
CN1CCN(C2=Nc3ccccc3Oc3ccc(Cl)cc32)CC1
→ -0.61, i, i
Cc1ccccc1CC1(CO)CCCN(Cc2cn[nH]c2-c2ccccc2)C1 (configuration not stated)
→ -2.32, i, i
COc1ccc(OC)c(-c2csc(NC(=O)CSc3ccccc3)n2)c1
→ -0.73, i, i
CC(=O)Nc1nnc(C2=COCCO2)o1
→ -0.39, i, i

Next part
Structure	Kir21 block	KCNQ2 block	CHT inh
N#CCc1ccc(NC(=O)Nc2cccc(Cl)c2)cc1	-1.35	i	i
N#Cc1ccc(OCC(O)CN2CCN(C(c3ccccc3)c3ccccc3)CC2)cc1 (configuration not stated)	0.83	i	i
CCOC(=O)C1CCN(Cc2cc(Cl)c3ccccc3c2O)CC1	1	i	i
O/N=C1\CC/C(=N\O)c2nn(-c3ccccc3Cl)nc21	0.06	i	i
c1ccc(-c2cc3c(nn2)CCc2nonc2-3)cc1	1.15	i	i
CCOc1ccc(S(=O)(=O)N2CCCC(C(=O)N3CCN(c4ccccc4)CC3)C2)cc1 (configuration not stated)	0.17	i	i
O=C1N=C2SCCN2/C1=C\c1ccccc1Cl	-2.26	i	i
O=C(CN1C(=O)CSc2ccccc21)NCCC1=CCCCC1	-0.36	i	i
O=[N+]([O-])c1ccc(Cc2cncc(O)c2)cc1	-0.08	i	i
Cc1c(Cl)cccc1NC(=O)CN(C1CCCCC1)S(C)(=O)=O	-0.05	i	i
CCOc1ccccc1N(CC(=O)OC)S(C)(=O)=O	1.05	i	i
Cc1cccc(NNC(=O)c2c(F)cccc2Cl)c1	0.01	i	i
O=C(NCCc1ccccc1C(F)(F)F)C1CCC(=O)N(CCCN2CCCC2=O)C1 (configuration not stated)	0.2	i	i
COc1ccc(CN(CC(=O)NCC2CCCO2)C(=O)CNS(=O)(=O)c2ccc(C)cc2)cc1 (configuration not stated)	-2.02	i	i
Cc1cc(NS(=O)(=O)c2ccc(NC(=O)c3ccco3)cc2)nc(C)n1	-0.01	i	i
CCOc1cc(C(=O)N(CC)CC(=O)Nc2c(F)cccc2F)ccc1OCC(=O)N1CCCCC1	1.33	i	i
Cc1[nH]c2c(C)cccc2c1CC(=O)O	0.57	i	i
CCOC(=O)CN1C(=O)C(=O)N(Cc2ccccc2F)C1=O	1.37	i	i
O=C(CCSc1ccccc1)N1CCOCC1	0.16	i	i
COc1ccc(C(=O)NCCN2CCN(C(=O)c3ccc(OC)c(OC)c3)CC2)cc1OC	0.01	i	i
Cc1cccc(NC(=O)/C(C#N)=C/c2cn(CC(=O)NCc3ccco3)c3ccccc23)c1C	0.07	i	i
Cc1cc(-c2ccccc2)c2c(=O)n(-c3ccccc3)[nH]c2n1	1.4	i	i
COc1ccc(C(CCNCc2ccc(N(C)C)cc2)c2ccccc2)cc1 (configuration not stated)	-2.34	i	i
CCN1CCN(S(=O)(=O)c2ccc3c(c2)NC(=O)CS3)CC1	0.41	i	i
O=C(CC1SC2=NCCN2C1=O)Nc1ccccc1 (configuration not stated)	-0.47	i	i
COc1ccc(NC(=O)CCNC(=O)C2CCN(S(=O)(=O)c3ccc(F)cc3)CC2)cc1OC	-0.32	i	i
CCc1ccc(C(=O)NC2CCCCC2)s1	-1.35	i	i
C[C@H]1CC[C@H]2C(=O)N3[C@H](c4ccccc4Br)[C@@H](C)CC[C@H]3C(=O)N2[C@@H]1c1ccccc1Br	-0.12	i	i
O=C(CCC(=O)N1CCOc2ccccc21)NC1CCCCCC1	0.51	i	i
Cc1ccc(Cn2nnc3c(=O)[nH]c(C4CCCN(C(=O)c5ccco5)C4)nc32)cc1 (configuration not stated)	0.07	i	i
CN(C)S(=O)(=O)c1ccc(NC(=O)c2cc(F)c(F)cc2Cl)cc1	0.16	i	i
CCN(CC)S(=O)(=O)c1ccc(-c2nnc(SC)o2)cc1	-0.11	i	i
CC(C)NC(=O)N(O)C1N(Cc2ccc3c(c2)OCO3)C(=S)SC1(C)C (configuration not stated)	0.01	i	i
Cc1ccccc1S(=O)(=O)Cc1ccc(C(=O)N2CC(C)CC(C)C2)o1 (configuration not stated)	-1.54	i	i
C(=C\c1ccccc1)/CSc1nnc(-c2ccccc2)n1Cc1ccco1	-5.43*	-5.93*	i
CS(=O)(=O)N1CCCC(C(=O)NCc2ccco2)C1 (configuration not stated)	-0.65	i	i
O=C1c2cccc3cccc(c23)C(=O)N1Cc1ccco1	1.13	i	i
CC(C)CNC(=O)c1cccc(NC(=O)c2ccc(NC(=O)c3ccco3)cc2)c1	1.59	i	i
Cc1ccc(C)c(S(=O)(=O)N2CCCOC2CNC(=O)C(=O)NCCCN2CCOCC2)c1 (configuration not stated)	-3.51	i	i
Cc1cc(C(=O)COC(=O)c2nccnc2N)c(C)n1C	0.35	i	i
CC(=O)Nc1ccc(Cl)c(C(N)=O)c1	0.05	i	i
